# D2 potentiator = HTS Assay for Positive Allosteric Modulators of the Human D2 Dopamine Receptor: Primary Screen for Potentiators; D(2) dopamine receptor (Homo sapiens), P14416; HEK293 T-REx D2, calcium flux, EC20 dopamine potentiation; potentiation, % at 10 µM; 340,000 tested, 0.34% active; AID 485347, 2010;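 active = potentiation over 3 SD above the plate norm, cut at about 30% in these data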; also: 0% is about no effect
#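 Potentiation of an EC20 dopamine calcium response is measured in a force-coupled, tetracycline-inducible Hek293 Trex D2 line. Compound-only kinetic reads over 180 s flag agonists before dopamine addition.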
# Vif-APOBEC3F blk = qHTS for Inhibitors of Vif-A3F Interactions: qHTS; HeLa A3F-eYFP + Vif (tagged APOBEC3F with the HIV-1 protein that degrades it), YFP fluorescence increase; Potency, µM (doses to about 46.1 µM), for inactives: at the top dose activity, negative = active; 390,000 tested, 0.2% active; AID 602313, 2012; also: potency is read from the fitted curve at half-maximal effect; % of control where 0% means no effect; nearly all actives have a fitted effect of over 65% in size
#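 HeLa cells stably expressing A3F-eYFP plus Vif, plated and incubated overnight at 37 deg C, then exposed to compounds overnight at 37 deg C. Blocked degradation read as raised yellow fluorescence (Ex 488/Em 500-530).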
# GRP78 ERSR act = qHTS for Inducers of the Endoplasmic Reticulum Stress Response (ERSR) in Human Glioma: qHTS; Potency, µM, for inactives: at the highest dose activation, hits mostly activators; 420,000 tested, 0.02% active; U87-MG GRP78 promoter luciferase reporter, 16 h; also: potency is read from the fitted curve at half-maximal effect; series mostly up to about 76 µM; % of control where 0% means no effect; nearly all actives have a fitted effect of over 35% in size
#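 Stably transfected U87-MG human glioma cells carrying a GRP78-based luminescent sensor were seeded at 1000 cells/well, pin-dosed with compounds and incubated 16 h. Luciferase reagent was then added, and end-point luminescence was read after 10 min at room temperature.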
# D1 potentiator = Potentiators of Human D1 Dopamine Receptor: qHTS. AID 504651, 2011. D(1A) dopamine receptor (Homo sapiens), P21728. HEK293 TREx D1 cells, calcium flux, dopamine EC20 potentiation. 360,000 tested, 0.036% active. potentiation, % at 10 µM; in the data active = potentiation above about 30%; also: 0% is about no effect
# Target sequence (P21728 whole entry, looked up): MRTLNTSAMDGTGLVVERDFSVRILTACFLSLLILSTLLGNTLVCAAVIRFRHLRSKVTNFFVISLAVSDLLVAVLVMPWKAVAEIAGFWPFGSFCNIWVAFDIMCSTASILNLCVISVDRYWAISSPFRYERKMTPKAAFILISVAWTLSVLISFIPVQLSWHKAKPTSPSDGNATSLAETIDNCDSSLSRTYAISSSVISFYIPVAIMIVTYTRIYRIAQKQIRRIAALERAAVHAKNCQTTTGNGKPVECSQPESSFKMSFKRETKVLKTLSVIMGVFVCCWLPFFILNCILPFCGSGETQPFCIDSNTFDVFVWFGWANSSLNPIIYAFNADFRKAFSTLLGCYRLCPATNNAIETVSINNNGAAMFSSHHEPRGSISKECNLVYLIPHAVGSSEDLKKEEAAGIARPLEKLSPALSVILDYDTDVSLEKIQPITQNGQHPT
# D1 antagonist = Antagonist of Human D 1 Dopamine Receptor: qHTS | 360,000 tested, 3.2% active | D(1A) dopamine receptor (Homo sapiens), P21728 | activity change, negative = inhibition, % at 10 µM | HEK293 TREx D1 cells, calcium flux, dopamine EC80; hits give low values; in the data active = activity change below about -30%; also: % is scaled to controls: 0 for no effect and ±100 for the full control effect
#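 Cells carrying a force-coupled, tetracycline-inducible human D1 receptor report calcium flux. Each well gets a 10 s baseline, compound with 180 s monitoring, then an EC80 dopamine stimulus with a second 180 s kinetic read.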
# RXFP1 antagonist = qHTS Assay for Antagonists of the Relaxin Receptor RXFP1 | HEK293-RXFP1, relaxin-stimulated cAMP HTRF, 30 min; hits give low values | 350,000 tested, 0.59% active | AID 1259400, 2018 | Relaxin receptor 1 (Homo sapiens), Q9HBX9 | activity change, negative = inhibition, % at 57.5 µM;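 active = activity change of -60% or lower, but not beyond a set lower limit; inconclusive = change between -60% and -40%, or beyond the set limit; inactive = change above -40%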; also: % is scaled to controls: 0 for no effect and ±100 for the full control effect
# RXFP1 ag = qHTS Assay for Agonists of the Relaxin Receptor RXFP1 | Relaxin receptor 1 (Homo sapiens), Q9HBX9 | HEK293T-RXFP1 cAMP TR-FRET, 30 min; response scale: percent of porcine relaxin response, buffer zero | Potency, µM (doses to about 57.5 µM), for the others: at the top dose activation, most hits filed as activators | 370,000 tested, 0.3% active; also: potency is read from the fitted curve at half-maximal effect; % is scaled to controls: 0 for no effect and ±100 for the full control effect; nearly all actives have a fitted effect of over 60% in size; many of its hits are not listed in these tables
#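 HEK293 cells stably expressing RXFP1, treated 30 min at 37C with compounds plus PDE4 inhibitor Ro 20174; cAMP measured by HTRF TR-FRET. Normalized to buffer and 29 nM porcine relaxin; EC50 by Hill fit.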
# D1 agonist = Allosteric Agonists of the Human D1 Dopamine Receptor: qHTS; HEK293 T-REx D1 cells, calcium flux, agonist mode; AID 504660, 2011; activation, % at 2 µM; 360,000 tested, 1% active; in the data active = activation above about 30%; also: 0% is about no effect
#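 Tetracycline-induced HEK293 TREx D1 cells, force-coupled to calcium signalling, were dye-loaded with a no-wash calcium kit. Compound was pin-added after a 10 s baseline. Fluorescence was read kinetically at 1 cycle/s for 180 s, with calcium rises flagged as agonism.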
# Vif-A3G inh = qHTS for Inhibitors of Vif-A3G Interactions: qHTS | DNA dC->dU-editing enzyme APOBEC-3G (Homo sapiens), Q9HC16 | HeLa A3G-eYFP + Vif (tagged APOBEC3G with the HIV-1 protein that degrades it), YFP fluorescence, overnight | Potency, µM (titrated, usually from 46.1 µM), for inactives: at the highest dose activity, negative = active, actives largely listed as inhibitors | 410,000 tested, 0.076% active;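 also: potency is read from the fitted curve at half-maximal effect; % is scaled to controls: 0 for no effect and ±100 for the full control effect; nearly all actives have a fitted effect of over 60% in size; hits raise eYFP signal because A3G escapes Vif-driven loss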
# Target sequence (Q9HC16 whole entry, looked up): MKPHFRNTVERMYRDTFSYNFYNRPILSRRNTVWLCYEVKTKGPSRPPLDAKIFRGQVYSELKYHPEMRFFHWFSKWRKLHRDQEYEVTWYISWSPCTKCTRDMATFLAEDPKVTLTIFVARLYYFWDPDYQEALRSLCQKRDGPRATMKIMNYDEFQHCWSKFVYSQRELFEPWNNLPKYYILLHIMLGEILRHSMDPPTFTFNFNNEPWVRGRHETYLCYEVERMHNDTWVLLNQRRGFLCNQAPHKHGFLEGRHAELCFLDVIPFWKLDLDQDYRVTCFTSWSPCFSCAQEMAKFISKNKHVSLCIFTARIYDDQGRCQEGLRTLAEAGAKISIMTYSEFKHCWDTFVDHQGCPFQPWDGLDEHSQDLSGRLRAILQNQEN
#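 HeLa cells stably expressing Vif and C-terminally eYFP-tagged A3G, seeded overnight at 37 deg C, then exposed to compound by pintool overnight at 37 deg C. Rise in yellow fluorescence (Ex 488/Em 500-530, Acumen) marks blocked Vif-driven A3G degradation.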
# An asterisk follows results filed as active; u = inconclusive; x = no result given. Unless noted, calls follow the shape of the dose curve; as a rule, active = well fitted curve in the direction sought with a large enough effect; inconclusive = small, poorly fitted or top-dose-only effect, or another doubt; inactive = no such curve, though single readings can be large; an effect the other way counts as inactive or inconclusive.
SMILES,D2 potentiator,Vif-APOBEC3F blk,GRP78 ERSR act,D1 potentiator,D1 antagonist,RXFP1 antagonist,RXFP1 ag,D1 agonist,Vif-A3G inh
CCC(Cc1ccccc1)NC(=O)CCS(=O)(=O)c1cc2c(cc1Cl)NC(=O)CO2 (configuration not stated),-5,-2%,-2%,3,1,x,0.2%,1,2%
CC1CCCCC1NC(=O)CCCn1c(=S)[nH]c2ccccc2c1=O (configuration not stated),x,5%,-2%,-2,5,-36,9.5%,-1,0%
CC(=O)Nc1ccc2c(c1)nc(C)n2-c1ccccc1,-8,-27%,2%,-1,7,-6,0.0%,-1,2%
CCOc1ccccc1OCCCC(=O)N(CC)CC(=O)Nc1ccc(NC(C)=O)cc1,14,1%,15%,-2,4,3,0.0%,3,1%
COC(=O)c1ccc(CSc2nc(N3CCOCC3)c3c(c2C#N)CC(C)(C)OC3)o1,21,8%,-5%,2,2,4,6.4%,1,2%
Cc1cc2c(c(=O)n1Cc1ccc3c(c1)OCO3)C(c1cccnc1)C(C#N)=C(N)O2 (configuration not stated),3,-26%,0%,-6,-90*,11,1.9%,2,0%
N/C(=N\OC(=O)c1ccccc1)c1ccncc1,-25,-2%,-2%,-6,3,-2,-0.9%,3,-5%
Cc1ccc(CNc2nc3nc(C)c(Cl)c(C)n3n2)cc1,10,6%,2%,1,-3,-5,u,-2,2%
CCOC(=O)CN1CC23C=CC(O2)C(C(=O)NCc2cccs2)C3C1=O (configuration not stated),3,x,-5%,-1,-8,7,1.5%,2,1%
O=C(NC1CCN(S(=O)(=O)c2ccccc2C(F)(F)F)CC1)c1ccco1,-8,11%,-4%,-11,-2,1,0.7%,-1,0%
CC(C)(C)c1ccc(OCC(=O)N2CCN(c3ncccn3)CC2)cc1,-1,-11%,13%,-8,13,4,1.2%,4,-1%
CC(NC(=O)COC(=O)c1cn(-c2ccccc2)nc1-c1cccs1)c1ccccc1 (configuration not stated),0,0%,2%,-2,5,u,6.0%,6,2%
CCOC(=O)C1CCN(C(=O)C2CC(=O)N(c3ccc(C)cc3)C2)CC1 (configuration not stated),8,-4%,-2%,0,5,-2,0.4%,0,1%
O=C(NCc1cccnc1)c1cnc2n(c1=O)CCS2,-4,-3%,-4%,9,9,3,-1.5%,0,-1%
N=C(c1cccc([N+](=O)[O-])c1)N1CCCCCC1,13,0%,4%,-5,1,1,-2.3%,0,-2%
CC12CCC(=O)C=C1CCC1C2CCC2(C)C(c3csc(N)n3)CCC12 (configuration not stated),x,0%,-8%,x,x,-30,x,x,-2%
CC(C)NC(=O)c1cccc(Cn2cc(Cl)cn2)c1,3,11%,-4%,-2,1,-2,1.0%,3,1%
COc1ccc2c(c1)C=C(C(=O)NCc1cc(Br)ccc1OC)CO2,6,1%,0%,-1,0,-1,-1.5%,1,0%
CCN(CC)c1nc2n(c(=O)n1)CCO2,17,8%,-4%,1,3,-7,1.9%,1,-2%
CC1(C)Cc2cccc(OCC(N)=O)c2O1,-6,-8%,-3%,0,-4,-2,0.1%,0,-1%
NC(=O)c1ccc(Cn2c(C(=O)c3ccc(Cl)cc3)c3ccccc3[n+]2[O-])cc1,x,4%,0%,-6,-1,x,0.1%,2,3%
COC(=O)CCCCCCCCC(=O)Nc1nc2ccccc2s1,-1,-2%,0%,-2,10,-4,-0.8%,19,-1%
Cc1ccc(S(=O)(=O)CC(=O)NC(C)(C)C)cc1,-5,0%,-3%,-2,12,-15,-1.0%,1,4%
CC(=O)NCCOC(=O)c1nn(Cc2ccccc2)c(=O)c2ccccc12,-8,-6%,-4%,-4,8,-4,2.1%,1,0%
COc1ccc2c(c1)CC(C(=O)Nc1ccc(OC)cc1OC)CO2 (configuration not stated),5,-10%,-3%,-4,-25,-5,2.5%,10,-1%
SMILES,D2 potentiator,Vif-APOBEC3F blk,GRP78 ERSR act,D1 potentiator,D1 antagonist,RXFP1 antagonist,RXFP1 ag,D1 agonist,Vif-A3G inh
COC(=O)c1ccccc1NC(=O)CSc1nc(N)cc(=O)[nH]1,-6,9%,-1%,-4,-16,-6,-0.2%,0,1%
Cc1c(C(=O)NCc2ccccc2)c(-c2ccccc2)nn1-c1ccccc1,1,0%,-3%,2,17,-2,0.5%,1,-1%
O=C(CSc1nc2c([nH]c3ccccc32)c(=O)n1-c1ccccc1)Nc1cccc(C(F)(F)F)c1,-9,-9%,-4%,-3,-8,-3,-0.1%,1,-5%
O=C1c2ccccc2C(Nc2ccc(F)c(Cl)c2)N1c1ccccn1 (configuration not stated),12,-11%,-3%,x,-13,-7,4.6%,7,3%
N#CCCn1nc(-c2ccccc2)c2ccccc2c1=O,-3,1%,-3%,-4,23,-8,-2.4%,-4,-2%
Cc1ccc(C2=NS(=O)(=O)N(C)C(C(=O)Nc3ccc4c(c3)OCO4)=C2)cc1,-21,0%,3%,-21,-27,-37,2.1%,11,1%
CC1=C(C(N)=O)S(=O)(=O)c2ccccc21,10,0%,-2%,-8,8,7,0.0%,3,-7%
Cc1cc(=O)oc2cc(NC(=O)CCCC(=O)O)ccc12,2,-13%,-3%,3,-2,x,4.2%,5,3%
C=C(C)C1CC=C(C)/C(=N/NC(=S)Nc2ccccc2)C1 (configuration not stated),7,0%,-1%,-3,9,-15,-0.5%,2,-8%
COC(=O)c1sc(N)c(C(=O)OC)c1COC(=O)CCNS(=O)(=O)c1ccc(C)cc1,2,17%,-5%,0,-6,-2,2.4%,7,-2%
CC(C)[C@@H](C(=O)NCc1ccco1)N1C(=O)N2CCc3c([nH]c4ccccc34)[C@@]2(C)C1=O,0,-1%,-3%,-1,10,x,0.1%,1,-2%
COc1ccccc1-n1c(SCC(=O)NC2CCS(=O)(=O)C2)nc2cc([N+](=O)[O-])ccc21 (configuration not stated),-5,6%,-4%,7,4,-4,0.0%,0,-5%
Clc1ncc(CN2CCN(Cc3ccccc3)CC2)s1,-27,3%,-3%,3,0,2,2.1%,4,-1%
O=C(NCc1nnc(SCc2ccc(C(F)(F)F)cc2)n1-c1ccccc1)C12CC3CC(CC(C3)C1)C2,4,-18%,-3%,1,32,-13,-0.4%,7,-6%
COC(=O)c1sccc1NC(=O)CSCCc1ccccn1,5,-3%,1%,-5,16,-22,3.5%,4,1%
C=CCn1c(SCC(=O)c2c(N)n(C)c(=O)n(C)c2=O)nnc1-c1ccoc1C,x,6%,-3%,x,x,-11,x,x,1%
O=S(=O)(c1ccccc1OC(F)(F)F)N1CCN(c2ccnc3cc(Cl)ccc23)CC1,3,3%,-2%,1,-2,-10,0.5%,7,0%
CCS(=O)(=O)CCSc1nc(C)cc(C)n1,-1,-5%,5%,0,-5,0,-0.4%,0,-2%
CCC(=O)NC(=S)Nc1ccc(NC(=O)c2ccc(C)c([N+](=O)[O-])c2)cc1,-2,-8%,-4%,-3,-14,-15,-6.8%,4,1%
COc1ccc(-c2cc(=O)[nH]c(N3CCN(Cc4ccccc4)CC3)n2)cc1,-1,-6%,-1%,-1,-11,13,0.3%,0,3%
CC(=O)NC(CC(=O)OCC(=O)Nc1cc(S(=O)(=O)N2CCCCC2)ccc1C)c1ccccc1 (configuration not stated),x,0%,3%,x,x,3,x,x,-2%
COc1ccc(-n2nc(C(=O)N3CCN(c4cccc(C(F)(F)F)c4)CC3)c3c4ccccc4n(C)c3c2=O)cc1Cl,4,0%,-3%,2,1,-16,1.5%,2,3%
O=C(CSc1ncn(-c2ccccc2)n1)Nc1ccc2c(c1)OCCO2,-3,-3%,0%,2,-3,9,0.1%,3,-8%
CCc1nn(CC(=O)Nc2ccc(C)cc2C)c(=O)c2cc3sccc3n12,-5,-7%,-3%,-5,-17,-7,7.4%,0,-1%
O=C(CN1CCN(Cc2ccccc2)CC1)Nc1ccc(-n2cnnn2)cc1,-2,9%,-5%,-5,4,2,1.4%,5,0%
SMILES,D2 potentiator,Vif-APOBEC3F blk,GRP78 ERSR act,D1 potentiator,D1 antagonist,RXFP1 antagonist,RXFP1 ag,D1 agonist,Vif-A3G inh
Cc1ccc(-n2c(SCC(N)=O)nc(O)cc2=O)cc1,-3,-23%,-2%,1,30,1,2.5%,3,-2%
O=C(Nc1ccc(O)cc1)/C(=C/c1ccco1)NC(=O)c1ccccc1,7,-7%,-1%,-5,-1,2,1.3%,1,-3%
O=C(OCC(=O)c1c[nH]c2ccccc12)c1cccc([N+](=O)[O-])c1,-9,-1%,5%,-5,-5,3,1.0%,3,-7%
Cc1nn2c(N3CCN(C)CC3)c3c(nc2c1-c1ccccc1)CCCC3,-2,0%,3%,1,14,x,0.4%,1,1%
COc1ccccc1Nc1nc(N)nc(CN2CCc3ccccc3C2)n1,-3,-5%,-2%,1,0,-1,2.4%,1,3%
COc1ccccc1N1CCN(C(=O)C(=O)c2c[nH]c3ccccc23)CC1,-1,12%,1%,3,-30*,-8,2.2%,7,1%
CC(C)n1c(C(O)c2ccccc2)nc2ccccc21 (configuration not stated),-4,-3%,-2%,-4,-3,9,1.7%,1,-1%

# Not all compounds are listed; the hit share may differ from the screen's.
